Bioassay records deposited in PubChem BioAssay by several laboratories.
PTEN del growth – growth suppressors of cells with PTEN tumor suppressor deletion; viability, % at 10 µM; HCT116 PTEN-null viability, CellTiter-Glo, 60 h; active compounds read low; 140,000 tested, 1.2% active;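 active = viability at or below a set limit, 4 SD under the median of all tested compounds, cut at about 3.7% in these data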;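 note: PTEN knockout HCT116 line with beta catenin targeted HCT116 as companion control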
Phagocytosis inh – macrophage phagocytosis inhibition. J774A.1 macrophage IgG-bead phagocytosis, imaging. inhibition, % at 5 µM. 110,000 tested, 0.07% active;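 active = inhibition above the mean of the plate negative controls plus 5 SD, cut at about 13% in these data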;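 note: phagocytic index as fraction of beads internalized from green versus red external bead signal; plate controls were DMSO negative control for no effect and cytochalasin-D positive control for full effect; some results beyond the cut were filed as inactive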
Yeast growth inh – yeast BB579 growth reduction in restrictive medium; S. cerevisiae BB579 growth, OD615, 48 h; inhibition, % at 10 µM; 140,000 tested, 0.51% active;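 active = inhibition above a set limit, 3 SD over the mean compound inhibition, cut at about 44% in these data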; note: inactives centre near -24
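Assay system: S. cerevisiae DeaD strain BB579 yeast. Medium: CSMM-D restrictive synthetic medium containing dextrose (glucose). Times: 4 h cell preincubation, 48 h compound exposure, 30 °C humidified. Signal: OD615 turbidity measurement. Benchmarks: positive control amphotericin B 10 µg/mL.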
NPY Y2 blocker – blocks the human neuropeptide Y Y2 receptor. AID 793. NPY-Y2 expressing cells, antagonist mode. inhibition, % at 2.7 µM. 140,000 tested, 0.99% active; in the data active = inhibition above about 17%;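 note: 0% = vehicle with agonist challenge and 100% = reference antagonist with challenge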
Target sequence (P49146 whole entry, looked up): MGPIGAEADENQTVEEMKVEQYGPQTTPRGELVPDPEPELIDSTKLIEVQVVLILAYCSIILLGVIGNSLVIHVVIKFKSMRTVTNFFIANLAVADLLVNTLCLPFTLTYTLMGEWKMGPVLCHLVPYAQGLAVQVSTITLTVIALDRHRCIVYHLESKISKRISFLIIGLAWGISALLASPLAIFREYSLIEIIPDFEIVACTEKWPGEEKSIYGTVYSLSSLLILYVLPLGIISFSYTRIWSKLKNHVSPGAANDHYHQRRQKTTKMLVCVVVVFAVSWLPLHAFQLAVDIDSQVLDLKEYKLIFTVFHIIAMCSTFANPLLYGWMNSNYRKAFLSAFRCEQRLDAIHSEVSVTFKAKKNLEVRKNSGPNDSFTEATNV
Yeast life ext – extends the lifespan of yeast. inhibition of the nicotinamide effect, % at 10 µM. S. cerevisiae growth with nicotinamide, OD615; deaD strain in restrictive glucose medium. 130,000 tested, 0.68% active. AID 775;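 active = inhibition above a set limit, placed 3 SD over the median of all compounds, cut at about 26% in these data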;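 note: 0% = nicotinamide-treated wells and 100% = cells grown without nicotinamide; some compounds called inactive have numbers as strong as hits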
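Material: Modified budding yeast, DeaD strain | Medium: Restrictive glucose medium | Probe or stimulus: 1.5 mM nicotinamide | Dosing: Single dose 10 µM compound, 0.25% DMSO | Times: 48 h at 30 °C | Technique: OD615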
E-sel TNF inh – blocks E-selectin expression induced by TNF alpha. inhibition, % at 2 µM. AID 1246. 120,000 tested, 0.71% active. HUVEC TNFa-induced E-selectin immunofluorescence, high content;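 active = inhibition above the batch mean plus 3 SD, and confirmed as a hit on visual image review, cut at about 43% in these data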;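 note: 0% = TNF-stimulated DMSO wells and 100% = unstimulated control wells; not every result past the cut was called active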
HCT116 bCat-KO – beta-catenin-lacking colon tumor cell growth suppression. AID 818. viability, % at 10 µM. HCT116 beta-catenin knockout viability, CellTiter-Glo, 60 h; active compounds read low. 140,000 tested, 1.5% active;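 active = viability at or under a set limit, the compound median less 4 SD, cut at about 6% in these data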;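 note: 0% = Hyamine 1622 control at 20 µM and 100% = untreated cell control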
GALR2 blocker – GALR2 (human) receptor antagonism; O43603; GALR2-expressing cells, antagonist mode; inhibition, % at 4 µM; 140,000 tested, 0.39% active; AID 828; in the data active = inhibition above about 27%;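 note: cells stimulated with galanin 1-16 at roughly its EC80; 0% = agonist challenge control and 100% = basal control without agonist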
Target sequence (O43603 whole entry, looked up): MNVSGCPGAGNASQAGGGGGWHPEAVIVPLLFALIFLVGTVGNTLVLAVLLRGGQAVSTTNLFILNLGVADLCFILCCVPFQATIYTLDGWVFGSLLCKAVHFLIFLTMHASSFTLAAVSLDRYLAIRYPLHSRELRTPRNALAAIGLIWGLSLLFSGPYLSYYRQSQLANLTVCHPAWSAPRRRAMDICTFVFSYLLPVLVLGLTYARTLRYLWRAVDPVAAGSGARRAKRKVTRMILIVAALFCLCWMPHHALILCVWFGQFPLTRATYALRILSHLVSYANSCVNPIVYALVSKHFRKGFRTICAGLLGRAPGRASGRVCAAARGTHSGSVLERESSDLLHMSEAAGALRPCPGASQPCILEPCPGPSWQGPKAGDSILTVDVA
MRP-1 activ – activators of MRP-1; H69AR cells + doxorubicin, viability rescue, CellTiter-Glo; viability increase, % at 10 µM; 140,000 tested, 0.61% active; AID 799;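 active = viability gain under doxorubicin at or above a set limit, the compound median plus 3 SD, cut at about 4.7% in these data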;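 note: MRP-1 overexpressing cells given doxorubicin 25 µM after compound pretreatment; 18-22 h compound pretreatment then 72 h with doxorubicin before readout; 0% = doxorubicin-only wells and 100% = vehicle-treated cells without doxorubicin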
Measles CPE – protection of cells from measles virus; protection (pct of control), % at 4 µM; 140,000 tested, 1.5% active; Measles virus-infected cells, CPE protection, absorbance; in the data active = protection mostly above about 24%, no sharp cut-off; inactive = mostly below about 26%; note: some compounds called inactive have numbers as strong as hits
* hit, by the source's call; . = no result given.

smiles	PTEN del growth	Phagocytosis inh	Yeast growth inh	NPY Y2 blocker	Yeast life ext	E-sel TNF inh	HCT116 bCat-KO	GALR2 blocker	MRP-1 activ	Measles CPE
O=C(O)CCCN=C1CCCc2ccccc2N1	98	-1	-34	4	-14	2	94	5	-1.4	14
COc1cccc(/C=N/n2c(=S)n(C)c3cc(C)c(C)cc32)c1OC	79	.	-45	-3	-17	-6	90	-13	1.5	2
Cc1ccc(OCC(=O)c2cc(C)n(-c3ccccc3)c2C)c([N+](=O)[O-])n1	68	-9	13	2	-5	17	69	4	-2.8	24
Cc1cccc(C(=O)O/N=C/c2c(Cl)n(C)c3ccccc23)c1	97	1	-17	5	-16	12	104	1	-0.7	8
CCNS(=O)(=O)c1ccc(Br)c(OC)c1	97	-1	-51	-2	-11	11	93	-6	-1.6	20
Cc1[nH]c2ccccc2c1/C=N/NC(=O)c1cccc(S(=O)(=O)Nc2ccccc2Cl)c1	80	-4	-36	0	-2	.	83	11	-0.7	9
O=S(=O)(NCC(Nc1ccc(Cl)cc1)c1ccccc1)c1ccccc1 (centres undefined)	71	-3	-14	0	-1	.	78	4	-3.3	5
CCCCOCCCNC(=O)Cc1cccs1	99	0	-32	-3	-4	12	102	-7	-1.6	16
O=C(COc1ccc(-c2nnco2)cc1)N1CCN(S(=O)(=O)c2ccccc2)CC1	93	0	-2	-1	-18	.	68	0	-0.4	12
COc1ccc(OC)c(C2/C(=C(\O)c3ccc(OC)c(Cl)c3)C(=O)C(=O)N2CCN(C)C)c1 (centres undefined)	108	0	-39	2	-7	-3	97	-9	0.9	6
O=C(N/N=C/c1nn(-c2ccccc2)cc1-c1ccccc1)c1ccncc1	19	-5	-53	0	0	.	21	-8	-1.6	5
COc1ccc(Cl)cc1N(CC(=O)N/N=C/c1ccc(OC(C)C)cc1)S(=O)(=O)c1ccc(C)c([N+](=O)[O-])c1	82	2	-10	0	0	15	83	7	-1.6	6
COc1cc(CNCCO)cc(Br)c1OCc1cccs1	78	.	-23	7	-17	20	76	-1	-3.7	33
CC1(C)CNC(=O)c2sc(N3CCCCC3)nc2C1	101	-3	8	1	-4	24	88	12	-1.2	3
Cc1cc(Cl)ccc1NC(=O)Nc1c(C)n(-c2ccccc2)c(=O)n1C	93	-1	-12	3	-5	51	89	-7	-2.9	5
CN1CCS/C1=C/C=C1/SC(=S)N(Cc2ccccc2)C1=O	80	-10	-6	3	1	.	79	3	-2.9	21
CCCc1cc(C(=O)Nc2cccnc2)no1	106	0	-72	0	-12	.	102	6	-1.2	10
CC(=O)NCCc1ccc(S(=O)(=O)N2CCOCC2)cc1	94	-2	-18	-1	-17	-2	94	-5	-1.3	0
COc1ccc(S(=O)(=O)N2CCSC2c2ccc(OC)c(OC)c2)cc1 (centres undefined)	92	0	-35	-2	-4	-47	84	16	0.6	3
CC(C)c1nc2n[nH]c(N)c2c2c1CCCC2	98	0	-53	2	-2	.	112	-12	-1.7	17
N#CCOc1nc(N2CCOCC2)nc(N2CCOCC2)n1	105	0	-25	-1	-11	0	89	-4	-0.1	4
Oc1ccc(-c2[nH]ncc2-c2ccc(Cl)cc2)c(O)c1	67	.	-32	-2	-24	-15	76	1	-3.5	8
COc1ccc(-c2nsc3c(SCc4ccccc4)ncnc23)cc1	96	.	-37	2	10	.	88	-14	0.6	12
COc1ccc(NS(=O)(=O)CC(C)C)c(OC)c1	90	-2	-39	6	1	.	91	6	0.0	15
COC(=O)c1ccc(OCC(=O)NC(C)(C)C)cc1	109	2	-10	1	-7	-16	104	-5	-0.1	4
Cc1cc(Cl)ccc1NC(=S)N1CCN(Cc2ccccc2)CC1	93	-10	14	-1	18	-17	86	-5	0.3	33
CC1(C)CC(=O)C2=C(C1)N(c1ccccc1C#N)C(N)=C(C#N)C2c1cccs1 (centres undefined)	85	2	-35	1	-2	-4	89	-1	-5.3	17
CCOC(=O)N1CCC(N2CCN(c3cc(C)ccc3C)CC2)CC1	72	0	-41	2	4	18	72	-6	-1.1	19
Cn1c(=O)c2cc(S(=O)(=O)N3CCOCC3)ccc2n(C)c1=O	91	1	-10	4	-23	17	93	14	-2.6	20
CC(=O)N/N=C/c1cc([N+](=O)[O-])ccc1OCCOc1ccccc1	88	.	-6	6	10	-23	91	-13	-2.6	18
CCOc1ccccc1C(=O)NCC(=O)OCc1c(C)noc1C	100	-3	-27	4	-3	4	108	6	-1.4	8
Cc1cc(C)nc(NS(=O)(=O)c2ccc(NC(=O)c3ccc(S(=O)(=O)N4CC(C)OC(C)C4)cc3)cc2)n1 (centres undefined)	88	7	-23	-2	0	.	94	-4	2.4	15
CCOC(=O)c1cc2c(ccn2C)n1CC(=O)N(Cc1ccccc1)c1ccccc1	74	-5	-30	5	2	-14	79	10	-0.4	24
O=C1N/C(=N\N=C\c2cccnc2)SC1Cc1ccc(SC(F)F)cc1 (centres undefined)	6	0	-11	-1	-6	7	8	11	1.8	14
Cc1nn(C)c(Oc2ccccc2)c1CCNS(=O)(=O)c1ccc(F)cc1	62	0	-18	-1	-7	.	60	8	-3.0	2
N#C/C(=C/c1cn(-c2ccccc2)nc1-c1cccc(S(=O)(=O)N2CCCC2)c1)C(=O)NCc1ccco1	63	1	-3	1	2	7	67	-1	-3.3	2
CC(=O)Nc1nnc(C)s1	80	.	1	1	-9	1	99	2	-0.8	4
CC1CCN(c2c(NCc3ccc(C(=O)NCCc4ccc(Cl)cc4)cc3)c(=O)c2=O)CC1	74	.	-34	0	2	-20	70	7	-1.6	8
CCOc1ccccc1C1C(C#N)=C(SCC(=O)OC)NC(=O)C1C(=O)OC (centres undefined)	105	0	-28	1	-10	13	91	6	-0.5	6
Cc1cccc(-c2nnn(Cc3nnc(NC(=O)c4ccccc4)s3)n2)c1	102	-2	-83	3	-8	-50	91	5	-0.3	7
COC(=O)NC1CCS(=O)(=O)C1 (centres undefined)	109	.	-11	3	2	.	88	0	-0.9	1
COc1ccccc1NC(=O)C1=C(C)Nc2nc(CCCO)nn2C1c1ccc2c(c1)OCO2 (centres undefined)	82	6	-27	1	-27	12	91	-11	-3.1	5
Cc1cccc(OCCCC(=O)Nc2ccc(S(=O)(=O)N3CCCC3)cc2)c1	64	-1	-11	1	-4	-4	71	-10	-0.4	3
CCOC(=O)C1CN(S(=O)(=O)c2ccccc2)C1	82	.	-11	3	-15	-9	86	6	-2.0	8
N#Cc1nc(COc2ccccc2)oc1N1CCCCCC1	77	.	29	8	-6	5	77	-6	6.3*	19
CC(=O)c1cc(Cl)ccc1OC(=O)c1ccco1	101	-2	-15	2	-24	-17	106	1	-0.4	12
FC(F)(F)c1cccc(N2CCN(Cc3cccnc3)CC2)c1	99	0	-48	1	-16	-31	100	-1	-0.5	7
CCOC(=O)c1c(NC(=O)Cn2nc(C(F)(F)F)cc2C)sc(C)c1C	92	.	-5	8	4	.	82	-3	-1.9	11
CC1(C)CC(=O)c2cnc(N)nc2C1	101	.	5	2	-19	-4	94	9	-0.5	5
O=C(ONc1ccc(N=NC(=O)c2ccccc2O)cc1)c1ccccc1	18	-1	-16	3	4	-44	37	-4	-5.7	2
CC(=O)Nc1ccc(NC(=O)CSc2nnc(-c3ccccc3)n2Cc2ccc3c(c2)OCO3)cc1	86	.	-48	-1	-7	-15	89	6	-0.7	6
COc1ccc(C(=O)NCCn2cc(SCC(=O)N3CCOCC3)c3ccccc32)cc1	93	.	-29	2	-7	.	94	4	-2.5	3
O=C1CCC([N+](=O)[O-])C(c2ccc(Br)cc2)N1 (centres undefined)	92	3	0	1	1	.	95	-7	-0.4	17
CC(C)(C)C(=O)Nc1ccc(C(=O)OC2CCCCC2)cc1	76	.	-7	5	-6	-1	76	-2	0.5	4
C=CCNC(=O)CSc1cc([N+](=O)[O-])cc(S(=O)(=O)Cc2ccccc2)c1	66	1	4	1	2	.	73	-3	-2.5	5
Cc1cc(-c2cccs2)nc(-n2cccc2)n1	87	.	-79	3	-22	-11	89	23	-4.9	16
CC(=O)C1=C(C)NC(=O)NC1c1cc(Br)ccc1OCC#N (centres undefined)	87	.	-3	1	.	-39	78	-1	-4.9	15
O=C(C(Sc1ccccc1)c1ccccc1)N1CCOCC1 (centres undefined)	94	-12	-5	2	-3	.	88	5	-1.5	6
Cc1cc(NC(=O)c2cccc(S(=O)(=O)N3CCCC3)c2)no1	96	0	-17	2	-5	5	90	2	-0.9	4
CCOc1cc2c(C#N)c(N3CCNCC3)nc(N)c2c(N)n1	63	0	16	-2	-5	4	63	3	-3.3	20

Further entries follow.
smiles	PTEN del growth	Phagocytosis inh	Yeast growth inh	NPY Y2 blocker	Yeast life ext	E-sel TNF inh	HCT116 bCat-KO	GALR2 blocker	MRP-1 activ	Measles CPE
Cn1cc(Cl)c(C(=O)NC(=S)Nc2sc3c(c2C#N)CCCCC3)n1	77	-5	4	2	1	29	86	0	-1.9	6
Cc1ccsc1/C=C1\SC(N2CC(C)OC(C)C2)=NC1=O (centres undefined)	102	-10	-34	2	-5	.	89	-2	-2.3	17
O=C(Cc1ccc(Br)cc1)N1CCN(c2ccccc2O)CC1	89	2	-28	2	0	6	90	-5	-1.7	5
CC(C)(C)C(=O)Nc1ccnc(-c2cccnc2)n1	96	.	-27	2	-14	6	104	-4	0.3	6
CCOCCN(C(=O)COC)c1cccc(OC)c1	99	0	-37	2	-20	.	82	-16	-1.1	5
OC(CNCc1ccco1)COc1ccccc1 (centres undefined)	103	0	-73	2	5	-7	98	-4	0.1	13
CCOc1cc(N2CCOCC2)c(OCC)cc1NC(=O)COC(=O)c1cc2ccccc2cc1O	86	-7	-26	6	6	-6	86	8	-1.9	10
COc1cc(C2=NOC(C(=O)NCc3ccccn3)C2)cc(OC)c1OC (centres undefined)	91	.	8	1	-4	5	101	-7	-2.8	39
Cc1nn(-c2ccccc2)c(N2CCCC2)c1/C=N/NC(=O)c1cc(-c2cccnc2)nc2ccccc12	36	-3	-43	1	-1	-18	37	9	-5.1	11
COc1ccc(CCCC(=O)NCc2ccccc2)cc1C	29	0	-31	11	-1	.	32	15	-3.1	5
COC(=O)c1ccc(C(NC(=O)OCc2ccccc2)/C(C)=C/[C@@H](C)C(=O)NCc2ccc(OC)c(OC)c2)cc1 (some centres undefined)	66	.	-45	6	1	.	83	9	-1.2	3
Cc1cccc(N(C)C(=O)CCS(=O)(=O)c2cccc3nonc23)c1	99	-2	-24	1	2	-41	102	3	-1.0	20
C1CSC2(N1)C1CC3CC2CC(C1)C31NCCS1 (centres undefined)	98	.	-43	-1	-6	11	91	18	0.1	16

Compounds as they come; 6.3% or so of the library scored in one or more.
